High-throughput results as filed in PubChem BioAssay.
NLRP3 yeast inh: NALP3 inflammasome inhibitors in reconstituted yeast, primary screen, luminescence, uHTS; Yeast reconstituted NLRP3/ASC/caspase-1, beta-gal luminescence, 24 h; inhibition, % at 10 µM; 330,000 tested, 0.39% active; AID 2825, 2010;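 active means inhibition of 50% or more; inactive means inhibition below 50%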;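 further: plate controls were induced DMSO wells for no effect and uninduced yeast grown without galactose for full effect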
SENP8 block-1: SENP8 protease inhibitors, primary screen, biochemical, luminescence. 330,000 tested, 1.2% active. AID 2540, 2010. purified SENP8, Z-RLRGG-aminoluciferin cleavage. Sentrin-specific protease 8 (Homo sapiens), Q96LD8. inhibition, % at 10 µM; in the data active means inhibition above about 50%
Target sequence (Q96LD8 whole entry, looked up): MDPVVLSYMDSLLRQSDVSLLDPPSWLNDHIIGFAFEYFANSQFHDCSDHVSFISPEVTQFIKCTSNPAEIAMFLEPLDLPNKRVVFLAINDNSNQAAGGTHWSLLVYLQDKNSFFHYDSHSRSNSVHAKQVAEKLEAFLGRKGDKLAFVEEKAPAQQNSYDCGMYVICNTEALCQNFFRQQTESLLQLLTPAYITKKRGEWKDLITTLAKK
PfG6PD inh: PfG6PD enzyme inhibitors, primary screen, biochemical, fluorescence intensity, uHTS | 350,000 tested, 0.78% active | PfGluPho enzyme, NADPH resazurin-diaphorase fluorescence | glucose-6-phosphate dehydrogenase-6-phosphogluconolactonase (Plasmodium falciparum 3D7) | inhibition, % at 20 µM;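 active means inhibition reaching at least a set limit at 20 µM in the primary screen, cut at about 59% in these data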;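 further: 0% = DMSO wells with substrate and 100% = DMSO wells lacking glucose-6-phosphate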
SENP7 block: SENP7 protease inhibitors, primary screen, biochemical, luminescence, uHTS; Sentrin-specific protease 7 (Homo sapiens), Q9BQF6; recombinant SENP7, Z-RLRGG-aminoluciferin luminescence, 40 min; 330,000 tested, 1.5% active; inhibition, % at 5 µM;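 active means inhibition above about 50% at the single test dose, limit read from the data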;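 further: plate controls were DMSO with enzyme for no effect and no enzyme buffer wells for full effect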
Target sequence (Q9BQF6 706-1050 limits assumed): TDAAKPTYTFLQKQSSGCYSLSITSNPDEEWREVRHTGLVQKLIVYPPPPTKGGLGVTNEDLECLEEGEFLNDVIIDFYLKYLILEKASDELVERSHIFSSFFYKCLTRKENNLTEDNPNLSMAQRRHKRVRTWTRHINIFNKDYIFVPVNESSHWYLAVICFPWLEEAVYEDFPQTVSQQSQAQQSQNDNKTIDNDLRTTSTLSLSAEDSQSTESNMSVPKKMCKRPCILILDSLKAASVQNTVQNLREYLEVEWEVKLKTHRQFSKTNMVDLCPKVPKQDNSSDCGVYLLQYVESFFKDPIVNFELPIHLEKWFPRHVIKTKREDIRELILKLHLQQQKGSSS
Apaf1 inhib: inhibitors of human Apaf-1 apoptosome, primary screen, biochemical, DEVD-Rh110 fluorescence, uHTS; Apoptotic protease-activating factor 1 (Homo sapiens), O14727; reconstituted apoptosome caspase-3 activity; inhibition, % at 20 µM; 330,000 tested, 0.71% active; active means inhibition of at least 40% at 20 µM;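 further: plate controls were DMSO wells for no effect and DEVD-CHO caspase inhibitor wells for full effect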
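Medium: Hepes buffer, pH 7.5 / System: biochemical Apaf-1 apoptosome reconstitution / Measured by: Rh110 fluorescence, excitation 480 nm, emission 540 nm / Times: compound with Apaf-1, dATP, procaspase-3 30 min, then 50 min reaction, room temperature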
HKDC1 inhibitor: HKDC1 hexokinase inhibitors, primary screen, biochemical, fluorescence, uHTS; 340,000 tested, 0.16% active; AID 493160, 2011; recombinant HKDC1, G6PDH/diaphorase resazurin coupled fluorescence; inhibition, % at 20 µM; Q2TB90;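 active means inhibition above about 35% when tested at 20 µM, limit read from the data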;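 further: plate controls were DMSO wells with enzyme for no effect and DMSO wells lacking enzyme for full effect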
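test system = in-house recombinant HK5 (HKDC1) enzyme | amount = HKDC1 at 5 µg/mL | control set = DMSO-enzyme wells negative, buffer-substituted wells positive | compound = one dose of 20 µM, 1% DMSO | schedule = reaction time 90 min, room temperature, protected from light | technique = resorufin fluorescence at 613 nm | reagent = glucose with 1 mM ATP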
SENP8 block-2: human SENP8 protease inhibitors, primary screen, biochemical, fluorescence, Nedd8 protein substrate, uHTS; Sentrin-specific protease 8 (Homo sapiens), Q96LD8; recombinant SENP8; inhibition, % at 20 µM; 360,000 tested, 0.64% active; AID 602440, 2012; in the data active means inhibition mostly above about 40%, no sharp cut-off; inactive means mostly below about 27%
SENP6 inh: SENP6 protease inhibitors, primary screen, biochemical, luminescence, uHTS. Recombinant SENP6 catalytic domain, aminoluciferin luminescence. inhibition, % at 10 µM. 330,000 tested, 1.8% active;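 active means inhibition above about 50% at the single tested dose, limit read from the data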;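 further: plate controls were DMSO wells with enzyme for no effect and DMSO wells lacking enzyme for full effect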
Target sequence (Q9GZR1 628-1112 limits assumed): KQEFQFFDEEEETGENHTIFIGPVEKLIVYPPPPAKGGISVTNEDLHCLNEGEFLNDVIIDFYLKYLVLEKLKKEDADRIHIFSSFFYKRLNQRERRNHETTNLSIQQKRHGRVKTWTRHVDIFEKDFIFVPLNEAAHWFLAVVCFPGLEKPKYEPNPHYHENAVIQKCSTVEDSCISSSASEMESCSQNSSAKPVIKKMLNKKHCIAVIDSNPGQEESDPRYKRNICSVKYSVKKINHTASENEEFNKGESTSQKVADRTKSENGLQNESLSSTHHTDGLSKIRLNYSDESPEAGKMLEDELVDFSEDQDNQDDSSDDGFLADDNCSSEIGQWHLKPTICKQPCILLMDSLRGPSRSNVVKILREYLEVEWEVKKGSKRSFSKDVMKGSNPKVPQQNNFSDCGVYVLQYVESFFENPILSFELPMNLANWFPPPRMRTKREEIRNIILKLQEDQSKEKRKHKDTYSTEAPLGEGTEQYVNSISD
SENP1 FRET inh: human SENP1 catalytic domain inhibitors, primary screen, biochemical, FRET, uHTS; Sentrin-specific protease 1 (Homo sapiens), Q9P0U3; recombinant SENP1 catalytic domain, CyPet-SUMO1-YPet FRET cleavage; inhibition, % at 10 µM; 360,000 tested, 0.21% active; AID 624204, 2012;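 active means inhibition at least 30% at 10 µM, raw YFP signal under a set limit, fluorescence ratio 0.5 to 1.5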;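 further: 0% = enzyme with DMSO and 100% = no enzyme wells; some results filed as inactive read as strong as hits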
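Controls: no-enzyme wells low, DMSO-plus-enzyme wells high control. Test system: human recombinant His6-tagged SENP1 catalytic domain enzyme. Reagent: SFCypet-SUMO1-SFYpet FRET protein substrate, 25 nM final. Doses: one dose per compound, 10 µM, 0.5% DMSO. Detection: FRET, CFP and YFP emission. Timing: 50 min reaction at room temperature.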
An asterisk follows results filed as active.

SMILES | NLRP3 yeast inh | SENP8 block-1 | PfG6PD inh | SENP7 block | Apaf1 inhib | HKDC1 inhibitor | SENP8 block-2 | SENP6 inh | SENP1 FRET inh
COC(=O)C1=C(C)N(Cc2ccccc2)C(=NCC(C)C)N[C@H]1c1cccc(C(F)(F)F)c1 | 18.0 | -4.7 | 11.7 | 3.5 | 58.0* | 3.5 | 16.9 | 3.9 | -3.3
CC1(C)Cc2c(sc(NC(=O)C(=O)N3CCCC3)c2C(N)=O)CO1 | 6.6 | 5.4 | 7.0 | -14.0 | 3.6 | -1.9 | -14.6 | -8.3 | -0.8
O=C(NCc1ccco1)c1cccc(NS(=O)(=O)c2ccccc2F)c1 | 0.9 | -3.7 | -12.5 | -2.7 | -3.1 | -5.7 | 16.7 | -5.8 | 2.1
O=C(CNCc1ccncc1)Nc1cc(S(=O)(=O)N2CCCCC2)ccc1Cl | 29.5 | -3.0 | -5.7 | -5.8 | -7.7 | -11.0 | -2.6 | -13.7 | -40.4
CN(CC(=O)N1CC(=O)N(CCc2ccccc2)C(=O)C1)S(=O)(=O)c1cccc2nsnc12 | 9.9 | 3.2 | -6.4 | 4.2 | 2.0 | 2.5 | 13.5 | -10.4 | 1.9
COc1cccc(C(=O)NC2CC(C)(C)NC(C)(C)C2)c1OC | 14.3 | 2.3 | 0.4 | 5.3 | -11.9 | -2.6 | 5.1 | 2.4 | -0.6
CC(C)(C)n1nnnc1C(c1cccnc1)N1CCOCC1 (stereo not drawn) | 1.8 | 0.7 | -6.8 | 1.4 | -17.0 | -7.2 | 13.4 | 8.7 | 2.1
O=C(/C=C/c1cccc([N+](=O)[O-])c1)N1CCN(c2ccc(F)cc2)CC1 | 13.0 | 3.2 | -1.2 | 6.1 | 4.0 | -3.6 | 14.3 | 7.8 | -0.3
CC1C(=O)Nc2ccccc2N1C(=O)c1ccc(Cl)c(Cl)c1 (stereo not drawn) | 6.3 | -6.1 | -1.1 | -4.8 | 4.8 | -2.9 | 19.3 | -34.6 | 0.4
CCOC(=O)N1CCC(NC(=O)c2ccc3c(c2)N(C)CCS3)CC1 | 2.7 | 0.1 | 33.3 | 1.5 | -15.0 | 10.4 | -294.5 | 1.9 | -7.7
O=C(Cc1ccc(Cl)cc1)NCCCn1ccnc1 | 1.6 | -2.7 | 6.4 | 0.7 | 0.1 | -5.6 | 19.9 | 3.8 | -2.0
CCCC(=O)Nc1c(-c2cccc(C)c2)c(=O)c2ccccc2n1C | 12.1 | -3.5 | -2.1 | 6.6 | 0.2 | -0.1 | -32.0 | 8.3 | 0.8
N#CC1=C(N)OC2=C(C(=O)CCC2)C12CCC1(CC2)OCCO1 | -0.4 | 7.4 | -3.2 | 1.0 | 0.9 | 0.3 | -21.4 | 1.1 | -34.2
CCOC(=O)/C=C/COc1ccccc1[N+](=O)[O-] | 16.4 | -21.9 | -2.1 | -9.8 | 8.6 | -0.9 | 18.2 | -19.4 | -0.1
CCc1noc(C)c1C(=O)NCCc1c[nH]c2ccccc12 | 2.7 | -9.3 | -2.3 | -16.5 | 4.6 | -2.4 | 4.7 | -20.4 | 0.4
O=c1[nH]c(C2CCN(S(=O)(=O)c3ccc4c(c3)OCCO4)CC2)nc2c1nnn2Cc1ccccc1F | 20.5 | -9.4 | 2.8 | -16.8 | 21.8 | 4.3 | 5.8 | -4.9 | -0.3
Cc1nc(NC(=O)c2ccc(Cl)cc2)nc2cc3c(cc12)OCO3 | -5.0 | -9.0 | 2.5 | -3.3 | 4.3 | -1.9 | -64.0 | -8.3 | -0.1
COCCNc1ncnc2c1cnn2Cc1ccc(Cl)cc1 | 0.6 | 6.6 | 8.4 | 7.3 | -4.8 | 8.6 | 1.9 | 13.5 | 0.5
COc1ccc(/C=N/NC(=O)Cn2cnc3ccccc3c2=O)cc1 | 11.7 | -2.9 | 2.7 | 9.5 | 0.5 | -5.9 | -1.9 | -15.2 | 2.9
COc1ccc2c(c1)CCN1C2CCN2C(=O)CCC21 (stereo not drawn) | 13.4 | -0.9 | 0.6 | -3.0 | 8.3 | -4.1 | -137.6 | -26.4 | -16.4
O=C(O)c1ccn(CSc2cc(Cl)ccc2Cl)n1 | -4.0 | -4.4 | -13.0 | 7.6 | 1.2 | -4.3 | 3.3 | 6.2 | 0.6
O=C(CNC(=O)OCc1ccccc1)Oc1ccc2ccc(=O)oc2c1 | 2.6 | 3.6 | -11.2 | 2.3 | 0.2 | -4.4 | -277.0 | -20.5 | -77.7
O=C(N/N=C\c1ccncc1)c1ccccc1O | -1.8 | -0.9 | 3.7 | 10.6 | -20.5 | -7.8 | 13.3 | 9.3 | 1.2
CCN(CC)S(=O)(=O)c1cc(C(=O)n2cccn2)c(Cl)cc1Cl | 12.5 | -5.9 | -18.7 | 2.7 | 7.8 | 8.0 | 14.9 | -11.3 | 3.1
CCCn1nc(C(=O)NCc2ccccn2)c2ccccc2c1=O | 3.0 | 4.1 | -12.5 | 10.3 | -7.2 | 3.1 | 3.3 | -4.2 | 2.0
COc1ccc2cc(C(c3nnnn3CCc3ccccc3)N3CCC(O)CC3)c(=O)[nH]c2c1 (stereo not drawn) | 9.6 | 5.1 | 4.3 | 4.3 | 6.6 | -1.4 | -287.0 | -1.4 | -58.6
CCc1nnc(NS(=O)(=O)c2ccc(N3C(=O)c4ccccc4C3=O)cc2)s1 | 16.0 | 6.7 | -14.1 | 2.2 | 1.5 | -12.0 | 8.5 | 33.1 | 0.5
Cc1ccc(NC(=O)CSC(N)=O)cc1Cl | 7.3 | 3.6 | 11.9 | 7.3 | -1.2 | -15.3 | 23.1 | 19.5 | 1.2
CC(C)NC(=O)CN(c1cccc(Br)c1)S(C)(=O)=O | -3.7 | -7.3 | -7.6 | -0.8 | -1.4 | -3.7 | 1.4 | -16.8 | 2.3
O=C(OCC(=O)N1CCN(c2ccccc2)CC1)c1cc(Cl)ccc1[N+](=O)[O-] | 24.5 | 7.0 | 5.6 | -3.1 | 9.4 | -2.7 | 6.7 | 7.6 | 1.9
N#CC(C#N)=C(N)Nc1cccc(Cl)c1 | 13.7 | -10.7 | -7.3 | 3.0 | -2.6 | 0.9 | 0.6 | -32.4 | 1.0
CCOc1ncccc1C(=O)OCc1c(Cl)cccc1Cl | -4.3 | 9.6 | -12.1 | -4.8 | 2.4 | 8.6 | 17.0 | 5.2 | 1.3
COc1ccc(-c2cc(C(=O)OCC(=O)Nc3ccc4c(c3)OCO4)c3ccccc3n2)cc1 | 19.2 | -10.9 | 8.0 | 3.3 | -1.0 | -9.5 | -403.0 | 5.5 | -15.9
CCOC(=O)c1c(C)nc2c(c1C)/C(=N/O)CC(C)(C)C2 | 13.5 | 9.5 | 8.9 | 8.4 | -6.4 | -6.3 | 1.9 | -9.2 | 0.8
Fc1ccccc1Nc1nc2ccccc2n2nnnc12 | -5.7 | 9.7 | 14.4 | 10.2 | 13.4 | -4.7 | -67.1 | 18.1 | -125.3
CCSc1nc(-c2ccc(OC)cc2)cc(-c2ccc(OC)cc2)c1C#N | 3.0 | -1.3 | -7.4 | 2.6 | 3.9 | -4.9 | -286.8 | -51.1 | -5.0
Cc1ccc(NCc2cccnc2)cc1 | 5.1 | 10.4 | 4.8 | 0.4 | -4.3 | -5.6 | -9.0 | -2.2 | -5.3
Cc1cccc(CSc2nc3c(cc2C#N)CCC3)c1 | -5.4 | -5.2 | -3.7 | -10.4 | 8.0 | 4.2 | 3.5 | -4.8 | 1.2
Cc1ccc(-n2nc(C)c3c(C)c(CCC(=O)O)c(C)nc32)cc1 | 16.2 | -3.1 | 10.1 | -4.3 | 1.8 | -2.5 | -271.7 | 0.2 | -1.1
COc1ccc(N(Cc2cc3ccccc3[nH]c2=O)S(=O)(=O)c2ccccc2)cc1 | 2.6 | -2.3 | 18.0 | 4.3 | 23.8 | -0.1 | -7.1 | -3.7 | -1.2
NC(N)=Nc1nc2ccccc2o1 | -3.4 | -2.1 | -11.0 | -2.6 | 4.2 | -0.6 | 9.2 | -4.0 | 3.4
c1ccc(OCc2nn3c(C4CCCCC4)nnc3s2)cc1 | 14.6 | -9.2 | 5.7 | -4.5 | 8.2 | -4.2 | -2.8 | -34.2 | -0.2
O=C(CC1C(=O)NCCN1Cc1ccc(F)cc1)NCCN1CCCc2ccccc21 (stereo not drawn) | 15.8 | 1.9 | 5.8 | 3.0 | -2.2 | 17.9 | -37.7 | 7.9 | -36.5
CCOC(=O)C1(CCCc2ccccc2)CCN(C(=O)C2CCCN(C(N)=O)C2)CC1 (stereo not drawn) | 7.8 | 2.9 | 9.4 | -2.9 | -8.5 | -8.8 | 5.2 | -1.6 | 0.2
O=C(c1ccccc1)N1CCN(S(=O)(=O)N2CCCCCC2)CC1 | 33.6 | -14.2 | -19.3 | -6.4 | 1.6 | -2.1 | 6.5 | -28.5 | 0.7
CCCCc1ccc(NC(=S)N2CCN(c3ccccn3)CC2)cc1 | 37.8 | -2.5 | -4.9 | -1.9 | 6.3 | 1.0 | -2.0 | 16.8 | 25.1
O=C(Oc1ccc(Cl)cc1)c1ccc(COC(=O)c2cnccn2)cc1 | -9.4 | -2.9 | -1.7 | 9.4 | 19.5 | 2.2 | 14.7 | 18.0 | 0.9
COc1ccc(Cn2nnnc2C(c2cc3ccc(OC)cc3[nH]c2=O)N2CCCCCC2)cc1 (stereo not drawn) | 1.7 | 6.3 | 11.3 | 2.4 | -4.7 | -3.7 | -278.3 | 8.4 | -107.0
CN(CC(=O)Nc1cccc(F)c1)CC(=O)Nc1cccc2ccccc12 | -14.6 | 5.7 | 15.5 | -12.3 | 2.1 | 5.6 | 8.7 | 0.3 | 0.1
CCOC(=O)C1CCN(Cc2coc3c(Cl)cc(Cl)cc3c2=O)CC1 | 10.9 | -5.5 | 3.2 | -6.3 | 9.9 | 11.4 | 2.4 | -30.7 | 3.8
COCc1nnc(NC(=O)CCN2C(=O)c3ccccc3C2=O)s1 | -4.4 | -9.0 | -4.3 | -11.3 | -4.1 | -11.1 | 10.0 | -0.5 | 1.7

A second format for part of the listing above.
Values run as follows: NLRP3 yeast inh	SENP8 block-1	PfG6PD inh	SENP7 block	Apaf1 inhib	HKDC1 inhibitor	SENP8 block-2	SENP6 inh	SENP1 FRET inh
> CCCC(=O)Nc1c(-c2cccc(C)c2)c(=O)c2ccccc2n1C
  12.1	-3.5	-2.1	6.6	0.2	-0.1	-32.0	8.3	0.8
> Cc1ccc(NC(=O)CSC(N)=O)cc1Cl
  7.3	3.6	11.9	7.3	-1.2	-15.3	23.1	19.5	1.2
